Bioassay records from PubChem.
DRD3 agonist: agonists of human D3 dopamine receptor | AID 652048 | D3R DiscoveRx beta-arrestin cells, luminescence, 90 min | P35462 | max activation, % | 410,000 tested, 0.58% active; in the data active means max activation above about 30%; further: 0% is about no effect; mostly tested at two doses, the higher about 12 µM
Target sequence (P35462 whole entry, looked up): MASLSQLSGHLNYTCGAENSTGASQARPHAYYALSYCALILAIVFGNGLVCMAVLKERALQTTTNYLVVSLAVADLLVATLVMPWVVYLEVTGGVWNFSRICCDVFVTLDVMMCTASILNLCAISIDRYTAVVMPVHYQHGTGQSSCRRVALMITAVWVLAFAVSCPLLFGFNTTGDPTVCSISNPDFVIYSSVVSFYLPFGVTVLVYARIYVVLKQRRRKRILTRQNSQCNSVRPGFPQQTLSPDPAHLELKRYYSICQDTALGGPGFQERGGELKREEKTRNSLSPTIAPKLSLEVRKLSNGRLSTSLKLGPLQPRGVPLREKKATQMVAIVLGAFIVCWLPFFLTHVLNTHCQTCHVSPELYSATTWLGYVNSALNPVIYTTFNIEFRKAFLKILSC
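Agonist mode: compounds and dopamine controls were applied to plated cells for 90 min at 37 degrees C after an overnight attachment at 1500 cells/well. Luminescent read-out followed 30 - 60 minutes at room temperature with DiscoveRx detection reagent.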
PTHR1 agonist: activates the human parathyroid hormone receptor PTHR1; Q03431; HEK293 GP2 PTHR1 cells, GloSensor cAMP luminescence, 1 h; Potency, µM (titrated, usually from 115 µM), for the others: at the highest dose activation, usual class: activators; 410,000 tested, 0.075% active; AID 743266; active means well fitted activation curve with a large enough effect; inconclusive means small, poorly fitted or top-dose-only effect, or another doubt; inactive means no such curve, though single readings can be large or run the other way; further: potency means the concentration at half of the fitted maximal effect; nearly all actives have a fitted effect of over 55% in size; some results filed as inactive show a strong effect at the top dose; inactives centre near -15; many of its hits are not listed in these tables
Target sequence (Q03431 whole entry, looked up): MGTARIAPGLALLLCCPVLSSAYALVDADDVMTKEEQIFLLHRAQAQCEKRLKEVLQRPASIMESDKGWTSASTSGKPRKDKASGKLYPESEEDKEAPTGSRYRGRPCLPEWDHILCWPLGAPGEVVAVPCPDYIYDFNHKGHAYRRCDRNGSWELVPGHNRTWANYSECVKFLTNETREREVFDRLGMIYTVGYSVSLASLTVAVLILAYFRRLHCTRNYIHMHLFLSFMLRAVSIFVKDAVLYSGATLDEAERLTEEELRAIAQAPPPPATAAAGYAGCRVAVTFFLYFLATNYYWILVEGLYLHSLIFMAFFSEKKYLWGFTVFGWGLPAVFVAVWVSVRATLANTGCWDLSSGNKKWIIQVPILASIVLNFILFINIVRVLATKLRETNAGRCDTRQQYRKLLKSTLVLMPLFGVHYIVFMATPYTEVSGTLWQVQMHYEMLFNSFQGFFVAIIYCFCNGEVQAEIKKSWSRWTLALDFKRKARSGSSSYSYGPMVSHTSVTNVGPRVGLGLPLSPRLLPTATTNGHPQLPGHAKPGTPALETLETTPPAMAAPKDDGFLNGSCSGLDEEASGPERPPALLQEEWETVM
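HEK-293-derived GP2 cells expressing PTHR1 and a GloSensor cAMP reporter, 3,000/well, plated overnight, given luciferin plus IBMX (each 0.5 mM as added) for 1 h at 37 °C, then compound for 1 h at 37 °C. Luminescence was read after 15 min at room temperature.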
* = called active by the depositor; i = inactive; ? = inconclusive; [ ] = remark or other dose.

SMILES	DRD3 agonist	PTHR1 agonist
Cc1cccc(-n2c(=O)c3ccccc3n(Cc3ccccc3)c2=O)c1	0	-33%[inhibitor]
COc1cc(NC(=O)c2ccc(C)c(Cl)c2)ccc1NC(=O)c1cc2ccccc2o1	1	i
CC1CCc2onc(C(=O)N3CCN(c4ccc(Cl)cc4)CC3)c2C1 (stereo unspecified)	-9	-29%
O=C(COc1ccc2ccccc2c1)NC1CC(=O)N(c2cccc(F)c2)C1 (stereo unspecified)	-2	-38%[inhibitor]
COc1cc(NC(=O)N2CCSc3ccccc32)cc(OC)c1OC	0	i
COc1ccc(NC(=O)NC2COc3ccccc3C2)c(OC)c1 (stereo unspecified)	3	-14%
CC(C)(C)OC(=O)N1CCC(c2c(C(=O)N3CCCCC3)cnn2-c2ccc(Cl)cc2)CC1	-1	i
Cc1ccc(NC(=O)c2sc3ccccc3c2Cl)cc1	3	-17%
CCOC(=O)c1sc2ccccc2c1S(=O)(=O)Nc1ccc(OC)c(Cl)c1	6	i
CCOC(=O)c1scc(-c2ccc(C)cc2)c1S(=O)(=O)N1CCN(c2ccccc2F)CC1	-19	-30%
Cc1ccc(CN(C(=O)COc2ccccc2Cl)c2ccccn2)o1	10	i
O=S(=O)(c1ccc(Cl)cc1)c1nc(-c2ccccc2Br)oc1N1CCOCC1	-21	0%
CCOc1cc(-c2nc(-c3ccc(-c4ccc(C)cc4)nc3OC)no2)cc(OCC)c1OCC	2	23%
COc1ccc(Cn2c(SCc3ccc(C(=O)NC4CCCC4)cc3)nc3cccnc32)cc1	-3	-23%
COc1cccc(CNC(=O)CCCn2ncn3c(cc4occc43)c2=O)c1OC	5	-3%
CCC(=O)N1CCc2cc(Br)cc(S(=O)(=O)N3CCN(c4cc(C)ccc4C)CC3)c21	6	-51%[inhibitor]
CCOc1ccc(NC(=O)c2ccc(-c3cccc(Cl)c3C)o2)cc1	4	i
Cc1nc2ccc(S(=O)(=O)CCC(=O)Nc3ccc(C(C)C)cc3)cc2s1	2	-9%
CC1=C(c2ccc(C(C)C)cc2)S(=O)(=O)N=C1N1CCC(C(=O)NCc2ccccc2)CC1	8	-13%
Cc1ccc(CSc2nc(-c3ccc(C(C)(C)C)cc3)nc3cc(=O)[nH]n23)cc1	6	i
COc1ccc(CCNCc2c(C(=O)O)c(C)n(Cc3cccc(C)c3)c2C)cc1OC	7	-12%
CCOC(=O)c1cccc(NC(=O)CCCn2nc(C)c3c(C)n(-c4ccccc4)nc3c2=O)c1	2	-22%
CCN(C(=O)c1cccn(Cc2ccccc2C)c1=O)c1ccccc1	-1	-39%[inhibitor]
CCn1c(C(=O)NCc2ccccc2OC)cc2sccc21	-7	i
CCN(C(=O)CSc1nc2ccccc2n1Cc1ccc(F)cc1Cl)c1ccccc1	-12	-32%
Cc1ccc(CCNC(=O)c2ccc(CS(=O)(=O)Cc3cccc(C)c3)o2)cc1	-4	-82%[inhibitor]
COc1ccc(N2CCN(C(=O)Cc3noc4ccc(C)cc34)CC2)cc1	-3	i
CCOC(=O)c1ccccc1NC(=O)CCc1nc(-c2ccc(C)cc2)no1	-14	i
CCOc1ccccc1C(=O)NCc1ccc2c(c1)CCN2C(=O)c1ccc(F)cc1	7	i
CC(C)(C)NC(=O)CCSc1nc(-c2ccc3c(c2)OCO3)cc(C(F)(F)F)n1	1	-1%
CCN(C(=O)CSc1ncc(S(=O)(=O)c2ccc(C)c(Cl)c2)c(=O)[nH]1)c1cccc(C)c1	-5	?
CCc1ccc(CNC(=O)c2ccc3c(c2)nc2n3CCCCC2)cc1	0	i
Cc1c2cnn(CC(=O)NCc3ccccc3)c(=O)c2c(C)n1Cc1cccc(Cl)c1	-1	-55%[inhibitor]
CC(C)CC(=O)Nc1ccc(C(=O)OCc2cc(=O)n3nc(C(C)C)sc3n2)cc1	12	17%
COc1cccc2c1cc1c(=O)n(CC(=O)N3CCN(c4cccc(C)c4)C(C)C3)nc(C)n12 (stereo unspecified)	11	20%
COc1cccc(CNC(=O)CN2C(=O)CSc3ccc(S(=O)(=O)N(C)C)cc32)c1	-13	i
COc1ccc(NC(=O)C(NS(=O)(=O)c2ccc3c(c2)CCCC(=O)N3)C(C)C)c(OC)c1 (stereo unspecified)	10	37%
O=c1nc2sc3ccccc3n2c(=O)n1-c1ccc(Cl)c(Cl)c1	-2	i
Cc1cccc(OCCOCCn2c(-c3ccc(Cl)cc3)nc3ccccc3c2=O)c1C	-5	i
COc1ccccc1NC(=O)C1=C(C)Nc2ncnn2C1c1cccn1C (stereo unspecified)	-3	-21%

Reformatted with values under each structure: entries from further up.
Every second line gives: DRD3 agonist, PTHR1 agonist
- CC(C)CC(=O)Nc1ccc(C(=O)OCc2cc(=O)n3nc(C(C)C)sc3n2)cc1
  12, 17%
- COc1cccc2c1cc1c(=O)n(CC(=O)N3CCN(c4cccc(C)c4)C(C)C3)nc(C)n12 (stereo unspecified)
  11, 20%
- COc1cccc(CNC(=O)CN2C(=O)CSc3ccc(S(=O)(=O)N(C)C)cc32)c1
  -13, i

Some of these compounds in order of molecular weight, high to low:
SMILES	DRD3 agonist	PTHR1 agonist
CCN(C(=O)CSc1ncc(S(=O)(=O)c2ccc(C)c(Cl)c2)c(=O)[nH]1)c1cccc(C)c1	-5	?
CC(C)(C)OC(=O)N1CCC(c2c(C(=O)N3CCCCC3)cnn2-c2ccc(Cl)cc2)CC1	-1	i
CC1CCc2onc(C(=O)N3CCN(c4ccc(Cl)cc4)CC3)c2C1 (stereo unspecified)	-9	-29%

The results go on:
SMILES	DRD3 agonist	PTHR1 agonist
Cc1cccc(S(=O)(=O)c2cn(C)c3cc(N4CCN(c5ccc(F)cc5)CC4)c(F)cc3c2=O)c1	-1	i
Cc1ccc(-c2cc(C(=O)N3CCN(S(=O)(=O)c4ccc(Br)cc4)CC3)[nH]n2)cc1C	2	-15%
Cc1ccc(CNc2ncccc2-c2nc(-c3ccc(Cl)cc3)no2)cc1	1	-10%
COC(=O)c1ccc(NC(=O)C(=O)NCCc2sc(-c3cccc(F)c3)nc2C)cc1	5	-95%[inhibitor]
O=C(Cn1nc(-c2ccc(Cl)cc2)c2ccccc2c1=O)Nc1cccc(C(F)(F)F)c1	20	i
CCc1c(C)nc2nncn2c1NCc1ccc(Cl)cc1	7	-34%
CCCCN1C(=O)CN(C2CCCCCC2)C(=O)C1c1ccc(OCC)c(OC)c1 (stereo unspecified)	8	i
COc1cc(C(CC(=O)NCc2ccccc2)N2Cc3ccccc3C2=O)cc(OC)c1OC (stereo unspecified)	-3	-9%
Cc1cccc2nc(-c3cccnc3)c(Nc3ccc(C(C)C)cc3)n12	8	-42%[inhibitor]
CCC1CCCCN1S(=O)(=O)c1ccc(C(=O)Nc2sc3c(c2C(N)=O)CCC3)cc1 (stereo unspecified)	3	-19%
CCC(Oc1ccccc1)C(=O)Nc1cccc(OCc2cc(=O)n3cccc(C)c3n2)c1 (stereo unspecified)	-15	-21%
CCOc1ccc(Nc2oc(/C=C/c3cccc(OC)c3)nc2C#N)cc1	4	-5%
Cc1cccn2c(=O)c(C(=O)NCc3ccccc3Cl)c(O)nc12	-7	i
COc1ccc(CN(Cc2ccco2)c2cnc(S(C)(=O)=O)nc2C(=O)Nc2ccc(C)c(C)c2)cc1	-2	-22%
COc1cccc(C2CC(=O)Nc3cc(OC)c(OC)c(OC)c32)c1OC(C)C (stereo unspecified)	2	-7%
CCCCSCCCNC(=O)CN1C(=O)COc2ccc(S(=O)(=O)N3CCC(C)CC3)cc21	-13	-13%
O=C(Cn1c(=O)oc2cc(S(=O)(=O)N3CCCCCC3)ccc21)Nc1cccc(C(F)(F)F)c1	6	-28%
O=C(NCCc1csc2nc(-c3cccc(F)c3)nn12)c1ccc(Br)o1	8	-11%
CN(C(=O)CSc1nc2ccccc2n1Cc1cccc(C(F)(F)F)c1)c1ccccc1	-20	-16%
COc1cccc(NC(=O)CSC2=Nc3ccccc3C3=NC(CC(=O)NC4CCCCC4)C(=O)N23)c1 (stereo unspecified)	-13	-63%[inhibitor]

A few values from the list.
`O=S(=O)(c1ccc(Cl)cc1)c1nc(-c2ccccc2Br)oc1N1CCOCC1` | DRD3 agonist = -21
`CCCCN1C(=O)CN(C2CCCCCC2)C(=O)C1c1ccc(OCC)c(OC)c1` (stereo unspecified) | DRD3 agonist = 8

(more compounds)
SMILES	DRD3 agonist	PTHR1 agonist
CN(Cc1ccccc1)C(=O)c1ccc(CSc2nc3cccnc3n2Cc2ccccc2)cc1	3	-95%[inhibitor]
CC(C)(C)OC(=O)N1CCC(c2c(C(=O)O)cnn2-c2ccc(F)cc2F)CC1	7	i
N#Cc1nc(-c2ccc(COc3ccc(Cl)cc3)o2)oc1N1CCN(c2ccccc2)CC1	3	21%
CCN(CC)C(=O)c1sc2c(c1C)c(=O)n(CCc1ccccc1)c(=O)n2Cc1ccc(C)cc1	8	-95%[inhibitor]
CCOC(=O)c1ccc(NC(=O)c2cnn(-c3ccc(C)cc3C)c2C2CCN(C(=O)OC(C)(C)C)CC2)cc1	5	i
CCOc1ccc(NC(=O)c2cc(S(=O)(=O)N3CCN(c4ccccc4F)CC3)ccc2F)cc1	2	-2%
Cn1ccc2cc(S(=O)(=O)N3CCN(C(=O)Nc4cccc(F)c4)CC3)ccc21	0	i
CCOc1ccc(-c2cc(C(=O)NCc3ccccc3Cl)c3ccccc3n2)cc1	-1	i
Nc1c(C(=O)NCc2ccccc2)nnn1Cc1cccc(Br)c1	-10	17%
CC(=O)c1cccc(NC(=O)Cn2c(=O)c(CNc3ccc(C)cc3)cc3cc4c(cc32)OCCO4)c1	3	-13%
COc1ccc2c(c1)CC(NC(=O)Nc1c(C)cc(C)cc1C)CO2 (stereo unspecified)	-13	1%
Cc1ccc(C)c(NC(=O)C(C)n2c(=O)cc(C(F)(F)F)c3c(C)nn(C)c32)c1 (stereo unspecified)	-13	i
Cc1nc(N2CCCC2)c2c(C(=O)N3CCN(c4ccccc4)CC3)c(C)oc2n1	-1	-15%
COc1ccc(/C=C/c2nc(C#N)c(N3CCC(C(N)=O)CC3)o2)cc1OC	-14	8%
CC(C)c1ccc2occ(CC(=O)Nc3ccccc3Cl)c2c1	0	-6%
O=C(C1CCN(S(=O)(=O)c2cccs2)CC1)N1CCN(c2ccccc2F)CC1	-8	?
CCCCOc1ccc(C2=NC(c3cccs3)=Nc3ccc(OC)cc3N2)cc1	0	i
CCn1c2ccccc2c2nnc(N3CCN(c4cccc(Cl)c4)CC3)nc21	-12	1%
Cc1oc2ncn(C)c(=O)c2c1C(=O)NCc1ccc(Cl)cc1	6	-55%[inhibitor]
CCOc1ccc2nc(N3CCCC(C(=O)NCCCOC)C3)sc2c1 (stereo unspecified)	9	-6%

Given bar-delimited: part of the list above
smiles | DRD3 agonist | PTHR1 agonist
CCOc1ccc(-c2cc(C(=O)NCc3ccccc3Cl)c3ccccc3n2)cc1 | -1 | i
Nc1c(C(=O)NCc2ccccc2)nnn1Cc1cccc(Br)c1 | -10 | 17%

The list goes on:
SMILES	DRD3 agonist	PTHR1 agonist
O=C(CCn1c(=O)c2sccc2n(CC(=O)Nc2ccccc2)c1=O)NCc1ccccc1Cl	8	i
CC(=O)N1CCOc2cc(S(=O)(=O)NCc3ccccc3Cl)c(C)cc21	-30	-20%
COc1cccc(NC(=O)C2CCC(CNS(=O)(=O)c3ccc4c(c3)CCCC(=O)N4)CC2)c1 (stereo unspecified)	9	i
Clc1ccc(OCc2nc(-c3ccc(-n4cccc4)cc3)no2)cc1	-2	-24%
Cc1csc2nc(COc3ccc(NC(=O)COc4ccc(F)cc4)cc3)cc(=O)n12	7	i
CCc1ccc(NC(=O)Cn2ccn(-c3ccc(C)c(C)c3)c(=O)c2=O)cc1	-3	i
O=C(NCc1ccc2c(c1)CCN2C(=O)c1ccncc1)c1ccccc1Br	1	-40%[inhibitor]
Cc1ccc(CNC(=O)C(C)n2nc(C)c3sc4ccccc4c3c2=O)cc1 (stereo unspecified)	-15	45µM*
Cc1ccc(NC(=O)Nc2cc3c(cc2N2CCCCC2)n(C)c(=O)n3C)cc1Cl	-12	i
O=C(CCn1c(=O)c2sccc2n(Cc2ccc(F)cc2Cl)c1=O)NCc1ccc2c(c1)OCO2	1	i
CCn1cc(C(=O)NCc2ccc(C)cc2)c(=O)c2cc(S(=O)(=O)N3CCc4ccccc4C3)ccc21	-5	-19%
CCc1ccc(-n2nc3cc(C)c(NC(=O)c4cc(Cl)ccc4OC)cc3n2)cc1	-6	18%
CN(C(=O)Cn1cnc2onc(-c3ccc(F)cc3)c2c1=O)c1ccccc1Cl	-11	i
CCCCNC(=O)c1ccc2c(c1)ncn2-c1cc(OC)ccc1OC	-6	-77%[inhibitor]
O=C(NCC(c1ccc2c(c1)OCO2)N1CCOCC1)C(=O)Nc1ccc(F)cc1F (stereo unspecified)	-19	12%
Cc1cccc(Nc2cc(C)nc(-n3nc(C)cc3C)n2)c1	-2	-8%
CCc1cccc(NC(=O)c2ccc3c(c2)c(C)c(C)n3Cc2ccc(F)cc2)c1	-1	i
O=C(NCCc1ccc(Cl)cc1)C(=O)NCC(c1ccco1)S(=O)(=O)c1ccc(Cl)cc1 (stereo unspecified)	3	-1%
CCn1c(=O)c2sccc2n2c(CCCC(=O)N3CCN(c4ccc(F)cc4)CC3)nnc12	7	-1%
CCN(CC)CCNc1ncnc2c1cnn2-c1cc(Cl)ccc1C	-26	-2%
O=C1CC(c2ccccc2)Cc2[nH]c(=O)c(C(=O)Nc3cccc(F)c3)cc21 (stereo unspecified)	-7	?
Cc1ccc(C2=NN(CC(=O)NCCc3ccc(Cl)cc3)C(=O)CC2)cc1	-27	-16%

An excerpt, so the mix of outcomes need not match the whole.
